# PLK1 inh: blocks human PLK1 kinase activity; recombinant PLK1 kinase, TR-FRET peptide phosphorylation; inhibition, % at 10 µM; hit rate 0.53% among 97,000;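 active means inhibition of 50% or more in the single-concentration screen; inactive means inhibition below 50%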;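 further: 0% = DMSO max control and 100% = H-89 dihydrochloride min control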
# ERa coact pot: ER-alpha (human) coactivator binding potentiation. P03372. TR-FRET ERalpha-LBD/SRC-Cy5 coactivator binding, 2 h; 100 = basal binding, no effect. coactivator binding (% of control), % at 25.6 µM. hit rate 1.3% among 86,000. AID 639; in the data active means activity above about 200%;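 further: binding measured in presence of low estradiol as agonist stimulus; 0% = peptide alone without receptor and 100% = receptor with peptide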
# PLK1 PBD inh: inhibitors of human Plk1 polo box domain binding. hit rate 0.13% among 97,000. inhibition, %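 (tested at about 20 µM)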. AID 693. P53350. Plk1 PBD phosphopeptide binding, fluorescence polarization; in the data active means inhibition above about 34%, passing the limit was not always enough
# Mac1 fbg inh: CD11b/CD18-fibrinogen binding inhibition; P05107+P11215; hit rate 0.54% among 93,000; inhibition, % at 10 µM; K562 CD11b/CD18 adhesion to fibrinogen, ATPlite luminescence; Mn2+ added to activate the integrin;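 active means primary inhibition of 50% or more at 10 µM, then 40% or more on retest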; further: some results filed as inactive read as strong as hits
# HIV Rev-RRE inh: disrupts HIV-1 Rev binding to RRE RNA | P05866 | Rev peptide-RRE RNA binding, FRET | inhibition, % at 8 µM | hit rate 0.79% among 97,000 | AID 704;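 active means inhibition above the screen-wide mean plus 3 SD, cut at about 35% in these data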;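 further: 0% = median DMSO wells and 100% = median Neomycin B control wells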
# Target sequence (P05866 whole entry, looked up): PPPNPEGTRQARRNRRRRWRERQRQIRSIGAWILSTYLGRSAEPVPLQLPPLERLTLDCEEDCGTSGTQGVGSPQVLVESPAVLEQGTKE
#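 Probe or stimulus: fluorescein-Rev peptide as binding partner; assay system: Cy5-tagged RRE RNA duplex with fluorescein-tagged Rev peptide; timing: 5 min compound–RNA preincubation, then 15 min with peptide, 25 °C; medium: HEPES pH 7.5 buffer with KCl, MgCl2, NaCl and EDTA; signal: fluorescein-to-Cy5 FRET, 480 nm excitation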
# ERa SRC1 inh: blocks coactivator binding to human estrogen receptor alpha; P03372; hit rate 1.7% among 86,000; inhibition, % at 25.6 µM; TR-FRET ER-alpha LBD / SRC-1 peptide, estradiol-bound; in the data active means inhibition above about 50%;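 further: 0% = receptor plus peptide control and 100% = peptide only without receptor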
# ERb SRC1 inh: ER-beta (human) coactivator binding inhibition | TR-FRET ER-beta LBD / SRC1-Cy5 peptide binding; receptor agonist-loaded with 1 µM estradiol | hit rate 1.3% among 86,000 | Q92731 | inhibition, % at 25.6 µM;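 active means compounds whose percent inhibition of the receptor-coactivator binding signal exceeds about 50% in the single-dose screen, limit read from the data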;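 further: 0% = receptor plus peptide wells without compound and 100% = peptide-only wells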
# Target sequence (Q92731 whole entry, looked up, the tested form may be a part): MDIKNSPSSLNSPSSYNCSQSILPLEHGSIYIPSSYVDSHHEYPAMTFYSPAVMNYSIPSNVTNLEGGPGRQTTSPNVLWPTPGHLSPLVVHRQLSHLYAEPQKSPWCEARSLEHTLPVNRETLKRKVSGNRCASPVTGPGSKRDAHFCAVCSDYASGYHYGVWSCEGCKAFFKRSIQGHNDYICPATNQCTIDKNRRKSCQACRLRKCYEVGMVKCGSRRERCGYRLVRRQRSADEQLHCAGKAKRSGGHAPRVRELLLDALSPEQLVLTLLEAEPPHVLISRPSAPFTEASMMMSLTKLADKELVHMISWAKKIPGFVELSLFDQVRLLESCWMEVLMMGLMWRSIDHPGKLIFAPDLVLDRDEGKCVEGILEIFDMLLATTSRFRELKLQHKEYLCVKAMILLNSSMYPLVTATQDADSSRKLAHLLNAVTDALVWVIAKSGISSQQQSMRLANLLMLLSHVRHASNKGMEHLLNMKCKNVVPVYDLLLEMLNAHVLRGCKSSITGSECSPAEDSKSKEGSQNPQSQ
# FAK inh: FAK (human) kinase inhibition. Q05397. biochemical FAK kinase activity assay. inhibition, %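 (tested at 7 µM)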. hit rate 0.84% among 97,000; in the data active means inhibition above about 19%;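 further: 0% = DMSO and 100% = reference compound high control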
# Mac1 fbg enh: increases human CD11b/CD18 adhesion to fibrinogen; P05107+P11215; K562 CD11b/CD18 adhesion to fibrinogen, ATPlite luminescence; activation, % at 10 µM; hit rate 0.07% among 93,000; AID 1499;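 active means 10 µM primary screen giving 50% or more activity, confirmed by 40% or more on retest at that dose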; further: strong numbers were not always called active; reference of the scale not given here
# An asterisk follows results filed as active; · = not tested or not shown; [ ] = another dose, or the depositor's remark. Compounds were not picked by outcome; overall some 4.7% were active at least once.
1: Cn1nc(C(C)(C)C)cc1C(=O)Nc1nc2c(s1)C(=O)CC(C)(C)C2
2: CC(=O)N1CCC(=NNS(=O)(=O)c2cccc([N+](=O)[O-])c2)CC1
3: O=C(OCC#CCSc1nnc(-c2cccc3ccccc23)o1)c1ccco1
4: C(=C\c1ccccc1)/CSc1nnc(-c2cccnc2)o1
5: COc1ccc(OC)c(NC(=O)CN(c2ccc(C)cc2)S(=O)(=O)c2c(C)noc2C)c1

assay / entry	1	2	3	4	5
PLK1 inh	-25	-16	-3	-9	3
ERa coact pot	99	·	106	·	109
PLK1 PBD inh	11	2	-1	-17	-4
Mac1 fbg inh	20	-52	-8	-1	-7
HIV Rev-RRE inh	3	7	7	5	6
ERa SRC1 inh	-11	·	-3	·	4
ERb SRC1 inh	-1	·	-10	·	-3
FAK inh	4	-2	4	8	-1
Mac1 fbg enh	3	0	-2	5	-1

6: O=C(NCCCN1CCN(c2ccccc2F)CC1)C1CCC(=O)N1C1CCCCC1 (stereo not drawn)
7: COc1ccc(CNC(=O)Cc2c(C(=O)O)[nH]c3ccccc23)cc1
8: CCc1cc2cc(C(=O)N3CCN(Cc4ccccc4)CC3)sc2s1
9: Cc1cc2occ(CC(=O)O)c2cc1C
10: COc1cc(Br)cc2cc(C(=O)NCC3CCCO3)c(=O)oc12 (stereo not drawn)

assay / entry	6	7	8	9	10
PLK1 inh	-7	-19	2	·	-10
ERa coact pot	128[fluorescence artefact?]	·	88	110	·
PLK1 PBD inh	-5	16	5	·	32
Mac1 fbg inh	·	·	38	11	·
HIV Rev-RRE inh	4	7	6	·	1
ERa SRC1 inh	-8	·	-9	-5	·
ERb SRC1 inh	-8	·	1	4	·
FAK inh	2	0	2	·	3
Mac1 fbg enh	·	·	1	-5	·

11: CCOc1ncccc1C(=O)OCC(=O)c1c(N)n(C)c(=O)n(C)c1=O
12: N#Cc1ccccc1Cn1c(=O)n(-c2ccc(CC(=O)NCc3ccco3)cc2)c(=O)c2sccc21
13: Cc1ccccc1NC(=O)CN1C(=O)COc2ccc(Cl)cc21
14: Cc1cccc(N2CCN(S(=O)(=O)c3ccc4[nH]c(=O)c(=O)[nH]c4c3)CC2C)c1 (stereo not drawn)
15: CCOC(=O)C1=NNC2C(=O)N(CC)C(=O)C12 (stereo not drawn)

assay / entry	11	12	13	14	15
PLK1 inh	·	·	-7	-3	2
ERa coact pot	122	151[fluorescence artefact?]	114	74	87
PLK1 PBD inh	·	·	-6	12	-25
Mac1 fbg inh	-21	-5	-1	0	6
HIV Rev-RRE inh	·	·	0	1	0
ERa SRC1 inh	-12	12	1	18	-7
ERb SRC1 inh	-3	12	-14[fluorescence artefact?]	1[fluorescence artefact?]	-3
FAK inh	·	·	4	-1	-3
Mac1 fbg enh	0	0	1	1	-2

16: O=C(O)CCCCNS(=O)(=O)c1ccc(Cl)c(C(F)(F)F)c1
17: COCCN1CCn2c(nc3cc(NC(=O)c4ccc(OC)cc4)ccc32)C1
18: CCCNC(=O)C1CN(S(=O)(=O)c2ccccc2)CCN1S(=O)(=O)c1ccccc1 (stereo not drawn)
19: CS(=O)(=O)N1CCN(C(=O)c2cc3ccccc3oc2=O)CC1
20: Cn1c(COc2ccc(Cl)cc2)nnc1SCc1ncc(-c2ccccc2)o1

assay / entry	16	17	18	19	20
PLK1 inh	-5	-7	13	·	7
ERa coact pot	118[fluorescence artefact?]	58[fluorescence artefact?]	123	114[fluorescence artefact?]	90
PLK1 PBD inh	-11	3	-14	·	5
Mac1 fbg inh	4	2	-1	-14	12
HIV Rev-RRE inh	5	9	4	·	7
ERa SRC1 inh	1	38	-1	-5	0
ERb SRC1 inh	2	12[fluorescence artefact?]	6	0	-1
FAK inh	0	5	-1	·	7
Mac1 fbg enh	-4	19	3	-5	11

21: CC(C)(C)OC(=O)N1CCCC(C(=O)CC#N)C1 (stereo not drawn)
22: O=C(c1ccc(=O)[nH]c1)N(Cc1ccco1)C1(C(=O)NC2CCCCC2)CCCCC1
23: Cc1ccc(S(=O)(=O)Cn2nnnc2C(C)N2CCN(C(=O)c3ccco3)CC2)cc1 (stereo not drawn)
24: Cc1cccc(NC(=O)CCc2ccc(C)o2)c1
25: C=CCNC(=O)C(=O)NN=C1CCN(C)CC1

assay / entry	21	22	23	24	25
PLK1 inh	-4	·	-5	-2	-2
ERa coact pot	113	104	119	95	109
PLK1 PBD inh	7	·	1	8	10
Mac1 fbg inh	2	-29	-12	-10	-5
HIV Rev-RRE inh	-1	·	2	8	4
ERa SRC1 inh	-3	-1[fluorescence artefact?]	-4[fluorescence artefact?]	-5	-7
ERb SRC1 inh	-2	2[fluorescence artefact?]	-13	-1	-21
FAK inh	-2	·	0	2	0
Mac1 fbg enh	-1	3	-2	-2	-3

26: COc1ccc2nc(NC(=O)c3ccoc3C)sc2c1
27: O=C(CC12CC3CC(C1)CC(CC(=O)N1CCCC1)(C3)C2)N1CCCC1
28: N#Cc1cn(Cc2ccccc2)c2ccccc12
29: COC(=O)C1=C(C)NC(C)=C(C(=O)OC)C1c1cc2ccc(C)cc2[nH]c1=O
30: CCOc1ccc(CCNC(=O)C2CCC(=O)N2CCc2ccccc2)cc1OCC (stereo not drawn)

assay / entry	26	27	28	29	30
PLK1 inh	7	·	-12	-1	-2
ERa coact pot	101	96	95	91	106
PLK1 PBD inh	-7	·	19	-7	-1
Mac1 fbg inh	2	9	-31	-3	-41
HIV Rev-RRE inh	-2	·	-1	-1	0
ERa SRC1 inh	3	-5	-25	-11	-1
ERb SRC1 inh	4	27	-20	-14	-11
FAK inh	0	·	6	-7	-3
Mac1 fbg enh	-2	3	11	-1	-1

31: Cc1ccc(OCC(O)CN2CCN(c3ccccc3)CC2)cc1 (stereo not drawn)
32: CCN(CC(=O)Nc1ccc2c(c1)CCC2)Cc1nc2ccccc2c(=O)[nH]1
33: C/C=C/Cn1c(SCc2ccc(Cl)cc2)nc2c1c(=O)[nH]c(=O)n2C
34: CC(C)N1C(=O)C(Cc2nc3ccccc3c(=O)n2-c2ccccc2)c2ccccc21 (stereo not drawn)
35: CCn1c(SCc2nc(-c3ccccc3)no2)nc2ccccc21

assay / entry	31	32	33	34	35
PLK1 inh	-10	-8	-1	-8	-10
ERa coact pot	109	113	85	·	98
PLK1 PBD inh	-14	10	-6	-1	3
Mac1 fbg inh	-12	-28	-15	18	-7
HIV Rev-RRE inh	9	16	12	-2	8
ERa SRC1 inh	-3	-5	-2	·	-2
ERb SRC1 inh	-3	-9	-4	·	-3
FAK inh	7	1	6	1	2
Mac1 fbg enh	1	-2	-2	0	0

36: COc1ccc(CN2CCN(C(=O)CC(C)C)CC2)c(OC)c1OC
37: CCCCOC(=O)c1[nH]c2c(c1C)C(=O)CC(c1cc(OC)c(OC)c(OC)c1)C2 (stereo not drawn)
38: Cn1c(=O)n(CCc2ccccc2)c(=O)c2c1nc1n2CCCN1Cc1ccccc1
39: Cc1ccc(-c2nc3ccccc3c(=O)n2CCCN2CCOCC2)cc1
40: CC1CCCC(NC(=O)COC(=O)COc2ccc(Cl)cc2)C1C (stereo not drawn)

assay / entry	36	37	38	39	40
PLK1 inh	-14	·	-5	-16	-9
ERa coact pot	95	98[fluorescence artefact?]	98	110	·
PLK1 PBD inh	-22	·	0	-8	8
Mac1 fbg inh	·	39	-10	17	-13
HIV Rev-RRE inh	-3	·	-2	1	7
ERa SRC1 inh	-3	-3	6	-21	·
ERb SRC1 inh	-1	-11	5[fluorescence artefact?]	-4	·
FAK inh	-3	·	0	1	-1
Mac1 fbg enh	·	-2	4	2	4

41: O=C(CSCCc1ccccn1)Nc1cccnc1
42: CCCCCn1c(CN(C)Cc2ccccc2)nc2c1c(=O)n(C)c(=O)n2C
43: COc1ccc(C2CC(C(F)(F)F)n3nc(C(=O)O)c(Br)c3N2)cc1 (stereo not drawn)
44: COc1ccc(NC(=S)NCCc2ccc(Cl)cc2)c(OC)c1
45: O=C(COc1cc(=O)n2c(n1)SCCC2)c1ccccc1

assay / entry	41	42	43	44	45
PLK1 inh	2	-12	-8	-14	-14
ERa coact pot	108	116	64[fluorescence artefact?]	97	110[fluorescence artefact?]
PLK1 PBD inh	20	3	10	9	-20
Mac1 fbg inh	6	8	-8	-15	-7
HIV Rev-RRE inh	9	-2	9	-4	3
ERa SRC1 inh	7	-4	30	-3	-9
ERb SRC1 inh	3	5	49	-10	-8
FAK inh	3	1	1	5	-3
Mac1 fbg enh	-5	-5	-1	0	-4

46: Cc1cccc(OC2(c3ccccc3)OC(=O)c3ccccc32)c1C (stereo not drawn)
47: COc1cccc2cc(C(=O)N3CCCCC3C)c(=O)oc12 (stereo not drawn)
48: O=C(C1CCN(S(=O)(=O)Cc2ccccc2)CC1)N1CCCc2ccccc21
49: CC12CCC(C(=O)Nc3nccs3)(OC1=O)C2(C)C (stereo not drawn)
50: Cc1nc(=O)c(-c2ccccc2)c(C)n1-c1ccc(C(=O)O)cc1

assay / entry	46	47	48	49	50
PLK1 inh	-13	-8	-11	-2	4
ERa coact pot	·	112	133	113	122
PLK1 PBD inh	2	1	-29	-14	17
Mac1 fbg inh	·	·	-15	·	-16
HIV Rev-RRE inh	23	5	4	9	12
ERa SRC1 inh	·	-15	-1	-1	-2
ERb SRC1 inh	·	-24[fluorescence artefact?]	6	3	-1
FAK inh	3	0	2	1	1
Mac1 fbg enh	·	·	3	·	0

51: c1cnn(-c2cc(N3CCOCC3)ncn2)c1
52: CC1CCCCN1S(=O)(=O)c1ccc2c(c1)CCN2C(=O)C1CCC1 (stereo not drawn)
53: Cc1cccc(C)c1NC(=O)N1CCC(c2nc3ccccc3o2)CC1
54: O=C(O)CCc1nc(-c2ccccc2Cl)no1

assay / entry	51	52	53	54
PLK1 inh	1	1	·	-12
ERa coact pot	·	103[fluorescence artefact?]	108	111
PLK1 PBD inh	19	-4	·	30
Mac1 fbg inh	7	·	-7	16
HIV Rev-RRE inh	8	9	·	3
ERa SRC1 inh	·	-24[fluorescence artefact?]	5[fluorescence artefact?]	-6
ERb SRC1 inh	·	-31[fluorescence artefact?]	-8[fluorescence artefact?]	-10
FAK inh	-2	2	·	2
Mac1 fbg enh	1	·	-1	-3

# Of the compounds above, 7 contain a Cl atom:
13: Cc1ccccc1NC(=O)CN1C(=O)COc2ccc(Cl)cc21
16: O=C(O)CCCCNS(=O)(=O)c1ccc(Cl)c(C(F)(F)F)c1
20: Cn1c(COc2ccc(Cl)cc2)nnc1SCc1ncc(-c2ccccc2)o1
33: C/C=C/Cn1c(SCc2ccc(Cl)cc2)nc2c1c(=O)[nH]c(=O)n2C
40: CC1CCCC(NC(=O)COC(=O)COc2ccc(Cl)cc2)C1C (stereo not drawn)
44: COc1ccc(NC(=S)NCCc2ccc(Cl)cc2)c(OC)c1
54: O=C(O)CCc1nc(-c2ccccc2Cl)no1

assay / entry	13	16	20	33	40	44	54
PLK1 inh	-7	-5	7	-1	-9	-14	-12
ERa coact pot	114	118[fluorescence artefact?]	90	85	·	97	111
PLK1 PBD inh	-6	-11	5	-6	8	9	30
Mac1 fbg inh	-1	4	12	-15	-13	-15	16
HIV Rev-RRE inh	0	5	7	12	7	-4	3
ERa SRC1 inh	1	1	0	-2	·	-3	-6
ERb SRC1 inh	-14[fluorescence artefact?]	2	-1	-4	·	-10	-10
FAK inh	4	0	7	6	-1	5	2
Mac1 fbg enh	1	-4	11	-2	4	0	-3
